# H9c2 protect: myocardial damage modulation in H9c2 cells | 360,000 tested, 0.63% active | H9c2 cardiomyocytes, H2O2 injury protection, ATPLite, 2 h | protection from H2O2 cell death, % at 20 µM;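 active means compounds giving at least 50% protection of heart cells from peroxide-induced death in the single-dose screen, raw or plate-pattern-corrected value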;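 further: 0% = DMSO wells with peroxide and 100% = DMSO wells without peroxide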
# TRPM1 prom inh: MITF TRPM1 promoter inhibition in SK-MEL-5 cells; SK-MEL-5 TRPM1 promoter luciferase, 24 h; inhibition, % at 12.5 µM; 330,000 tested, 0.83% active; AID 488899;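 active means mean inhibition across replicates of 60% or more, whatever share of single replicates reaches that level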; further: values of inactives mirror those of a sister screen read the other way
# m5-HT2A agonist: mouse HTR2A agonism via beta-arrestin recruitment; P35363; CHO-K1 mHTR2A beta-arrestin complementation, luminescence; percent of 30 µM serotonin response; activation, % at 7.6 µM; 360,000 tested, 0.66% active; AID 624169;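 active means activation above a run cutoff, the mean activation of all tested compounds plus 3 SD, cut at about 14% in these data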;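 further: 0% = plate median of compound wells and 100% = 30 µM serotonin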
# NR2E3 ag-1: human photoreceptor-specific nuclear receptor agonism | Q9Y5X4 | CHO-S Gal4-NCOR/VP16-NR2E3 two-hybrid, luciferase | inhibition of corepressor binding, % at 3.98 µM | 360,000 tested, 0.35% active | AID 602229;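 active means inhibition above the mean of all tested compounds plus 3 SD, cut at about 70% in these data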;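 further: 0% = DMSO with NR2E3 transfected cells and 100% = cells lacking NR2E3 construct; higher means lower luciferase signal from less NR2E3 corepressor binding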
# Target sequence (Q9Y5X4 whole entry, looked up, the tested form may be a part): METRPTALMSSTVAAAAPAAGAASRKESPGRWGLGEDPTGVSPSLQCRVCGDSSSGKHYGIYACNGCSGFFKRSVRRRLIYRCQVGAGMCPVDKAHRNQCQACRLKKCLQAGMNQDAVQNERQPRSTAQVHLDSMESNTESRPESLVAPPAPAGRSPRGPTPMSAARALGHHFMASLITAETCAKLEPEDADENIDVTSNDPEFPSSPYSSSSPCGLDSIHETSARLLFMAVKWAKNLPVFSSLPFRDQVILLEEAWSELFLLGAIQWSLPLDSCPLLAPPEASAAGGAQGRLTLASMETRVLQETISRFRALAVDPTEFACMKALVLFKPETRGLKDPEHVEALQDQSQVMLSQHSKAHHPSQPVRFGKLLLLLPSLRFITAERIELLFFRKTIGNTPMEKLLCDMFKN
# NR2E3 ag-2: activates human photoreceptor nuclear receptor NR2E3 | Q9Y5X4 | GST-NR2E3/biotin-RetCOR TR-FRET, 1536-well | inhibition of corepressor binding, % at 4.78 µM | 320,000 tested, 0.12% active | AID 2300;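 active means percent inhibition above the cutoff of mean plus 3 SD of all tested compounds, set per screening campaign, cut at about 20% in these data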;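 further: 0% = DMSO wells and 100% = biotin wells as full block of FRET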
#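 Material: NR2E3–RetCOR corepressor complex / Amount: 1.35 nM GST-NR2E3 / Medium: Tris pH 7.5 / Compound: single nominal compound dose of 4.8 µM / Incubation: 5 h at 4 °C / Technique: TR-FRET, Eu(K)-anti-GST donor, streptavidin-D2 acceptor, ex 340, em 617/671 nm / Read-out basis: percent loss of FRET ratio relative to control wells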
# CaV13 FRET inh: Primary screen for inhibitors of IQ motif and Ca2+-dependent inactivation inhibitor domain binding in CACNA1D, Förster resonance energy transfer in living cells, …; HEK cells, CFP/YFP FRET ICDI-IQ, plate reader, 10 min; percent FRET-ratio fall versus neutral wells; AID 743397; 340,000 tested, 0.098% active; inhibition, % at 12.3 µM;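 active means mean replicate inhibition of at least 30% and at least 1% of replicates passing that level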;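 further: 0% = median of the neutral control wells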
# Shn3 inh set2: Schnurri-3 reporter inhibition in Clone20 osteoblasts; Clone20 osteoblast Shn3 3'UTR firefly luciferase, 24 h; inhibition, % at 12.5 µM; 360,000 tested, 0.52% active;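 active means mean inhibition of at least 75% with every replicate also reaching 75%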;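 further: 0% = median of neutral control wells and 100% = pilot-screen positive control compound; some compounds past the cut are filed as inactive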
# Peg3 promoter: inhibitors of Peg3 promoter; inhibition, % at 20 µM; 360,000 tested, 1.7% active; HeLa PEG-Prom luciferase reporter, luminescence, overnight;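 active means inhibition of at least 50% at 20 µM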
# PDI inh: blocks human protein disulfide isomerase activity; PDI insulin aggregation turbidity, A650, 90 min; inhibition, % at 10 µM; 350,000 tested, 0.052% active; P07237;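 active means mean inhibition across replicates of 30% or more, whatever share of single replicates reach that level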;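 further: absorbance from insulin aggregation driven by PDI reduction with DTT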
# Target sequence (P07237 whole entry, looked up): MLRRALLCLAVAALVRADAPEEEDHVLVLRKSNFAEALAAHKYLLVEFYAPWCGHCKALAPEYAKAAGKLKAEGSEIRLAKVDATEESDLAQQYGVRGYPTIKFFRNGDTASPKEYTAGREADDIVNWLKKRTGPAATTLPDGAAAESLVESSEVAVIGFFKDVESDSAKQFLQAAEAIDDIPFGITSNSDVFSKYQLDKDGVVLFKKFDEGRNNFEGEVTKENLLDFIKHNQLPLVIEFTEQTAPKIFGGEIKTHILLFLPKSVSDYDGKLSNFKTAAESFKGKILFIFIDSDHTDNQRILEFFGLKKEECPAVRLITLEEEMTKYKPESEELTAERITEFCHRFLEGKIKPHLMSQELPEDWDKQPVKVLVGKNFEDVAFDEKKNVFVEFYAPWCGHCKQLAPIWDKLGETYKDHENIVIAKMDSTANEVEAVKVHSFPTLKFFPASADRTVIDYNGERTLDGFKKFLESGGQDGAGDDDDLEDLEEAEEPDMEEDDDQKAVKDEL
# HIF-2a block: blocks HIF-2a reporter activity; 786-0 RCC cells HIF-2a reporter, luciferase luminescence, overnight; inhibition, % at 18.8 µM; 360,000 tested, 0.72% active; AID 624352;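 active means inhibition of the luminescence signal of 40% or more relative to plate controls, in a single-dose primary screen at 18.75 µM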
# iPSC survival up: enhancers of human iPSC single-cell survival. hiPSC single-cell survival, ATPlite luminescence; 100% = ROCK inhibitor wells, 0% = DMSO. survival enhancement, % at 20 µM. 360,000 tested, 0.044% active; in the data active means survival enhancement above about 18%;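 further: cells exposed to compounds for 16 hours before the ATP read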
# Starred values were filed as active, the others as inactive; . = no result given.
SMILES,H9c2 protect,TRPM1 prom inh,m5-HT2A agonist,NR2E3 ag-1,NR2E3 ag-2,CaV13 FRET inh,Shn3 inh set2,Peg3 promoter,PDI inh,HIF-2a block,iPSC survival up
O=C(O)c1ccc(/C=N/NC(=O)c2cc3ccccc3cc2O)cc1,8.1,4.6,-3.6,-37.6,.,-6.6,-12.4,2.2,-1.9,15.8,-0.3
CCc1ccc(C(=O)NC(CCSC)C(=O)O)cc1 (stereo not given),0.5,0.2,2.1,-2.1,4.0,-1.8,-13.1,1.1,4.2,7.0,5.2
COc1ccc(-c2ocnc2C(=O)N2CCN(Cc3cccnc3)CC2)cc1,-3.4,-2.1,7.1,-28.9,5.2,3.2,-11.9,7.4,-7.9,12.3,-0.1
O=C(N/N=C/c1cc(Br)c(O)c(Br)c1)c1cccc(C(F)(F)F)c1,12.3,6.3,2.4,12.4,3.5,-6.4,-17.9,-0.1,17.6,17.6,3.0
Clc1cccc2c1CCN(Cc1nc(-c3cnccn3)no1)C2,8.7,5.8,-1.9,-2.8,1.6,-6.6,7.3,-17.5,-0.9,-5.6,-0.1
C=CCN(C(=O)CSc1nc2c(sc3ccccc32)c(=O)n1CCN(CC)CC)c1ccccc1,3.1,5.9,-4.1,-6.9,0.9,2.0,28.0,63.6*,-0.3,-7.7,-0.3
CN(C)S(=O)(=O)c1ccc2c(c1)nc(CCC(=O)NCCc1ccc(Cl)cc1)n2C,-3.5,4.7,1.7,-16.7,-1.4,-3.3,13.8,7.9,-2.2,18.2,0.4
O=C(CC1(O)C(=O)N(Cc2ccccc2)c2ccccc21)c1ccncc1 (stereo not given),-0.9,8.9,-3.5,-14.4,-3.1,.,14.3,8.1,5.8,7.7,-4.1
O=c1c2c([nH]c3ccccc13)CCCC2,4.3,-10.2,1.0,-5.2,0.4,-5.7,-7.2,-8.3,16.2,3.6,1.9
O=C(CNC(=O)c1cccc(F)c1)N/N=C/c1cccs1,2.1,-6.2,-8.7,-8.9,3.1,-18.9,-14.5,-2.1,-3.6,-2.0,0.1
O=C1c2cccc(OCc3ccc(F)cc3)c2CCN1Cc1ccccc1,-15.8,27.9,-7.6,7.3,-0.2,-5.6,-2.5,19.6,15.5,9.3,-3.0
O=C(O)C1CC=CCC1C(=O)Nc1ccc(S(=O)(=O)N2CCCc3ccccc32)cc1 (stereo not given),3.5,-6.3,1.4,-14.8,-0.7,-6.2,-19.4,20.0,-1.1,-30.6,-0.5
O=C1CC2(CCN(C(=O)c3cccc(Cl)c3)CC2)Oc2ccccc21,-2.3,-1.6,-6.3,-9.6,-0.8,-6.6,10.9,7.6,0.2,13.5,0.3
O=C(Nc1ccc(Cl)c(Cl)c1)c1ccncc1,-4.1,-36.2,-1.3,-47.3,2.9,-4.5,-23.4,-142.4,-1.9,-194.0,0.0
Cc1cc(C)nc(S/C=C/C(=O)c2ccccc2F)n1,-19.7,87.4*,2.7,-23.9,-3.8,-3.9,43.5,96.7*,7.8,14.7,-0.6
N#Cc1c(NC(=O)CSc2nnnn2C2CCCC2)sc2c1CCCC2,-12.7,7.0,-3.1,4.3,3.3,1.2,6.0,13.6,5.0,-7.9,1.9
COc1ccc(CCNS(=O)(=O)c2ccccc2[N+](=O)[O-])cc1OC,-3.2,-1.9,0.8,0.9,-0.7,-5.5,4.5,-0.2,2.1,13.6,0.3
COc1ccc(C(=O)Nc2ccc(C(=O)Nc3cccnc3)cc2)cc1,-11.6,8.6,4.3,-19.2,2.1,-21.3,-11.4,11.8,-10.1,8.2,0.8
COc1cccc(CN(C)C(=O)c2ccc3nccnc3c2)c1,11.9,9.2,7.2,-10.2,-0.5,-3.3,5.8,-5.3,11.0,9.5,1.8
N#Cc1nc(Cc2cccc3ccccc23)oc1NCCCN1CCOCC1,1.0,0.5,-4.1,1.7,0.5,-6.5,7.8,13.8,1.7,16.8,-0.2
O=S(=O)(/N=C(/Nc1ccccc1)c1ccccc1)c1cccs1,5.9,0.8,0.0,30.2,5.6,-1.6,0.7,20.2,-7.3,14.6,4.0
O=C(NCc1ccncc1)C1CCN(S(=O)(=O)c2ccccc2)CC1,3.3,-8.8,-5.2,9.9,-2.9,-5.1,-5.7,2.7,7.6,-5.5,-0.2
COc1cccc(C#Cc2c(C=O)n(C)c3ccccc23)c1,-10.2,7.7,4.7,-12.2,-3.3,-12.6,6.5,-0.8,-7.6,-82.5,8.8
C/C(=N/NC(=O)CNC(=O)c1ccccn1)c1cccc([N+](=O)[O-])c1,-0.1,-9.7,0.8,-27.8,-0.1,-4.4,11.8,-11.0,-0.7,-27.2,0.2
CCOC(=O)C(C)Sc1nnc(NC(=O)c2ccc3c(c2)OCO3)s1 (stereo not given),-1.3,3.3,-1.1,-18.4,0.8,-1.7,-21.1,1.2,8.6,3.2,-0.4

# Gathered by group, the entries above with a nitro group on carbon (two)
SMILES,H9c2 protect,TRPM1 prom inh,m5-HT2A agonist,NR2E3 ag-1,NR2E3 ag-2,CaV13 FRET inh,Shn3 inh set2,Peg3 promoter,PDI inh,HIF-2a block,iPSC survival up
COc1ccc(CCNS(=O)(=O)c2ccccc2[N+](=O)[O-])cc1OC,-3.2,-1.9,0.8,0.9,-0.7,-5.5,4.5,-0.2,2.1,13.6,0.3
C/C(=N/NC(=O)CNC(=O)c1ccccn1)c1cccc([N+](=O)[O-])c1,-0.1,-9.7,0.8,-27.8,-0.1,-4.4,11.8,-11.0,-0.7,-27.2,0.2

# Next section
SMILES,H9c2 protect,TRPM1 prom inh,m5-HT2A agonist,NR2E3 ag-1,NR2E3 ag-2,CaV13 FRET inh,Shn3 inh set2,Peg3 promoter,PDI inh,HIF-2a block,iPSC survival up
Cc1ccc(NC(=O)c2cccc(OCc3c(C)noc3C)c2)c(C)c1,-0.7,3.1,-2.6,17.8,0.5,-4.5,18.8,-25.8,-0.3,-48.9,9.2
Cc1sc(NC(=O)CN2CCOCC2)nc1-c1ccc2c(c1)CCN2S(=O)(=O)c1ccccc1,-14.6,32.0,2.3,55.7,3.2,-8.1,78.8,19.2,7.7,7.1,-0.3
CCCCOP(=O)(OCCCC)C(Nc1ccc(C(=O)OCC)cc1)c1ccncc1 (stereo not given),-2.0,-2.3,9.3,-9.1,-1.5,-2.4,6.0,12.4,4.1,7.6,-0.4
CC(C)CNC(=O)c1cccc(NC(=O)CSc2ccc(Cl)cc2)c1,-4.7,1.3,-4.3,-28.1,2.3,-3.4,11.0,3.7,-1.6,24.8,-2.8
c1ccc(COc2ncnc3c2ncn3CCCNCC2CCCO2)cc1 (stereo not given),22.9,-7.9,-0.3,-14.5,.,-2.4,-9.1,-7.0,-5.8,1.2,3.5
CCC(C)C(CO)NCCCn1cnc2c(OCc3ccccc3)ncnc21 (stereo not given),14.7,.,3.4,-10.3,.,-3.4,-14.2,-18.9,-5.6,-5.8,-3.3
C=CC(=O)Nc1ccc(CN2C(=O)N(c3c(Cl)c(OC)cc(OC)c3Cl)Cc3cnc(NCCCCN(CC)CC)nc32)cc1,5.1,2.0,-7.0,-4.8,.,.,49.9,52.2*,1.3,31.8,-4.3
CCCCc1noc2c1/C(=N\O)CC(c1ccccc1)C2 (stereo not given),-6.1,-50.5,5.2,-36.1,1.0,-1.2,-14.9,-55.9,5.7,-108.0,0.9
COc1cnc(-c2ccccn2)nc1N(C)C,18.9,34.2,4.4,62.5,0.8,-5.3,88.8*,20.5,5.1,-3.9,-1.1
COc1ccc(Cl)cc1Nc1nc(-c2sc(NC(=O)c3ccco3)nc2C)cs1,6.1,12.7,-6.4,0.1,5.8,-9.7,8.8,0.3,-0.5,-4.6,1.3
CCOC(=O)N1CCN(C(=O)CNC(=O)c2ccc(Cl)cc2)CC1,-1.9,9.8,-5.7,-9.1,-3.0,-6.2,-5.8,-1.5,-6.1,6.8,0.5
O=C(c1ccccc1)c1nccn1-c1ccc(Cl)nn1,6.3,0.5,4.4,-22.9,-1.1,-17.3,10.1,-2.3,-2.5,10.0,-0.2
Cc1cc(NC(=O)CSc2nc3c([nH]c4ccccc43)c(=O)n2-c2ccccc2F)no1,-4.5,5.7,-8.3,-23.3,1.6,-3.0,17.7,34.2,0.0,31.3,-0.3
Cc1ccccc1NC(=S)N1CCN(C(=O)c2ccco2)CC1,-1.2,1.1,3.0,-18.3,-1.2,-2.3,-5.5,-4.5,-1.1,10.5,-1.9
O=C(COc1ccccc1)Nc1nnc(C23CC4CC(CC(C4)C2)C3)s1,-5.5,.,-3.1,-41.6,3.0,-6.5,-0.7,-33.9,.,-121.5,3.3
CC(=O)N1c2ccccc2C(C)(c2ccccc2)CC1(C)C (stereo not given),2.5,1.2,1.3,10.4,-0.3,.,-1.9,7.8,-17.3,5.9,0.7
Cc1ccc(S(=O)(=O)CC(c2ccccc2)N2CCOCC2)cc1 (stereo not given),14.8,7.7,9.2,1.4,3.4,-8.1,4.8,7.8,12.7,5.5,4.7
COc1ccc(S(=O)(=O)Nc2cc(Sc3ncn[nH]3)c(O)cc2C)cc1,-1.6,.,-2.1,-22.8,.,-6.2,-18.1,-19.5,-4.8,5.1,-2.2
Cc1cccc(NC(=O)C(C)Sc2nc3ccccc3c(=O)n2CCCN2CCOCC2)c1 (stereo not given),18.9,-7.3,4.9,18.4,1.9,-5.1,7.2,12.9,-54.9,-17.7,-0.3
O=C(CCN1C(=O)/C(=C/c2ccccc2Cl)SC1=S)NC1C=CS(=O)(=O)C1 (stereo not given),-4.1,29.6,-3.9,3.9,3.5,-2.5,-14.5,38.6,0.0,-4.8,-0.2
CCOc1ccc(C(=O)CCC(=O)Nc2ccc(C)cn2)cc1,-4.2,-4.2,-6.7,9.2,-0.8,-15.8,14.6,-7.1,-3.4,-1.2,0.9
Cc1noc2ncnc(Sc3ccc(Cl)cc3)c12,-25.4,6.5,0.1,-6.2,2.4,0.7,-16.5,101.7*,-10.9,34.0,-0.3
CCCCCCCn1c(=O)c(C(=O)OC)c(N)c2ccccc21,-19.0,20.3,0.3,43.4,2.8,-3.1,69.0,16.3,8.5,27.6,-0.5
O=C(CSc1ncccn1)NN=C1CCCCCCC1,1.8,-3.2,-2.5,-98.3,1.2,-6.2,-76.7,10.8,-3.7,9.8,2.8
COc1cccc(-c2noc(-c3ccc4c(c3)OCO4)n2)c1,-15.8,-32.1,0.5,-158.8,-1.1,2.7,-41.3,-210.2,-5.3,-143.9,-0.5
S=C(NCc1ccco1)N1CCN(c2nc(-c3ccc(Cl)cc3)cs2)CC1,-10.1,9.3,-6.7,18.0,-0.5,-2.3,12.1,10.7,-0.4,0.3,-0.4
COC(=O)C1=C(C)N(Cc2ccco2)C(=O)C1,-4.2,3.5,5.3,-2.2,2.5,0.6,-3.6,3.1,-0.9,7.8,4.4
CCSC1=C(C#N)C(c2ccc(C)s2)CC(=O)N1 (stereo not given),-0.8,-7.9,1.7,-4.9,2.5,-6.8,-4.0,-45.0,7.5,-36.0,0.9

# Source: PubChem
